# High-throughput results from PubChem BioAssay.
# Rhodamine fluor = compound fluoresces in the rhodamine spectral region; Rhodamine-region fluorescence, 547/598 nm, Tris buffer; hits give high values; max dye-equivalent concentration, M; 59,000 tested, 0.05% active; AID 594; in the data active = max dye-equivalent concentration above about 11 nM; inconclusive = between about 1.1 nM and that limit
#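 qHTS spectral profiling of compounds without any target or enzyme present, in pH 8.0 Tris buffer; plates were read after a 15-minute room-temperature incubation using the rhodamine-region filter set.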
# BRCT inh red = disrupts BRCA1 BRCT binding to phosphoprotein, red fluorophore readout; BRCT-phosphopeptide binding, red fluorescence polarization; Potency, µM (doses to about 76.9 µM), for inactives: at the highest dose activity change, negative = inhibition, most hits filed as inhibitors; 75,000 tested, 0.03% active; AID 892; also: % is scaled to controls: 0 for no effect and ±100 for the full control effect
#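 Rhodamine-labelled pBACH1 10-mer (100 nM) bound to BRCT domain (100 nM) at pH 7.3; compounds incubated 12 min room temperature, polarization read. Free peptide defines full inhibition; unlabelled decapeptide titrated as control.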
# HEK293 cAMP cs = counter-screen for TSHR agonists: cAMP increase in parental HEK293; parental HEK293 CNG cAMP sensor, membrane potential fluorescence; Potency, µM (highest dose often 57.1 µM), for the others: top-dose activation, actives largely listed as activators; 73,000 tested, 2.5% active; AID 938; also: potency is read from the fitted curve at half-maximal effect; % of control where 0% means no effect; nearly all actives have a fitted effect of over 55% in size
#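 Counterscreen for endogenous-receptor signalling: CNG-channel HEK 293 cells report cAMP rise by membrane depolarization. After 60 min dye equilibration with 100 uM RO 20-1724, compounds incubated 30 min before bottom-read fluorescence at 590 nm.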
# HADH2 inh = HADH2 (human) dehydrogenase inhibition; 73,000 tested, 3.4% active; Potency, µM (top dose mostly 57.1 µM), for inactives: at the highest dose activity change, negative = inhibition, usual class: inhibitors; recombinant HADH2, NADH fluorescence, beta-hydroxybutyryl-CoA; also: potency is read from the fitted curve at half-maximal effect; % is scaled to controls: 0 for no effect and ±100 for the full control effect; nearly all actives have a fitted effect of over 60% in size; many of its hits are not listed in these tables
#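 Activity measured as NADH fluorescence gain (360/450 nm), taken as the change between first and last reads of a 4-min kinetic run. Conditions: pH 9.0 Tris buffer, 20 nM E. coli-expressed His-tagged enzyme, 1 mM NAD+, 90 uM beta-hydroxybutyryl-CoA; 15-min compound preincubation.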
# Casp7 inh = allosteric or competitive inhibitors of human caspase-7 | P55210 | 75,000 tested, 0.02% active | recombinant caspase-7, Ac-DEVD-AFC fluorescence rate | Potency, µM (series often up to 57.5 µM), inactives show at the top dose activity change, negative = inhibition, actives largely listed as inhibitors; active = well fitted inhibition curve with a large enough effect in the main read-out, with a control signal flat, not every such curve was filed as active; inconclusive = small, poorly fitted or top-dose-only effect, or a change in a side signal; also: potency is read from the fitted curve at half-maximal effect; % of control where 0% means no effect
# Caspase-1 inhib = blocks human caspase-1 allosterically or competitively; Caspase-1 enzyme, Ac-WEHD-AFC fluorogenic rate; Potency, µM (doses to about 57.5 µM), for the others: at the highest dose activity change, negative = inhibition, actives largely listed as inhibitors; P29466; 75,000 tested, 0.03% active;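 also: potency is read from the fitted curve at half-maximal effect; plate controls were vehicle for no effect and no substrate for full effect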
# BRCT inh green = inhibitors of human BRCA1 BRCT-phosphoprotein interaction (green fluorophore); P38398; BRCA1 BRCT-phosphopeptide binding, green fluorescence polarization; Potency, µM (top dose mostly 76.9 µM), without a hit: top-dose activity change, negative = inhibition, actives largely listed as inhibitors; 75,000 tested, 0.05% active;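 also: potency is read from the fitted curve at half-maximal effect; plate controls were peptide without protein for full effect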
#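 Compounds were incubated for 12 min at room temperature with a complex of 100 nM fluorescein-tagged pBACH1 decapeptide and 250 nM His-tagged BRCT protein. Buffer was phosphate pH 7.3 with EDTA, DTT and Tween 20. Disruption of binding lowers the polarization signal.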
# Tau fil binding = binders of human tau filaments; 71,000 tested, 2% active; recombinant tau filaments, thioflavin S fluorescence, 15 h; filaments grown with octadecylsulfate alongside compound; AID 596; Potency, µM (titrated, usually from 57.1 µM), inactives show top-dose activity change, negative = inhibition; P10636;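 also: potency is read from the fitted curve at half-maximal effect; % is scaled to controls: 0 for no effect and ±100 for the full control effect; actives lower thioflavin S fluorescence by blocking filaments or displacing dye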
#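 His-tagged recombinant human tau (exons 2, 3, 10; 1 uM final) fibrillized with 30 uM sodium octadecylsulfate, 15 h at 37 C, in pH 7.4 HEPES buffer with 10 uM thioflavine S and 5 mM DTT. Reduced ThS fluorescence (450/510 nm) marks activity.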
# USP2a inh = USP2a (human) protease inhibition. O75604. USP2a enzymatic assay, qHTS inhibition. Potency, µM (series often up to 38.3 µM), for the others: at the highest dose activity change, negative = inhibition, most hits filed as inhibitors. 60,000 tested, 0.1% active. AID 927;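 also: potency is read from the fitted curve at half-maximal effect; nearly all actives have a fitted effect of over 60% in size; plate controls were DMSO for no effect and NEM full inhibition control for full effect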
#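 Inhibition is measured in a cell-free coupled assay with 20 nM USP2 core, 20 nM Ub-PLA2 and 20 uM NBD C6-HPC, 2.5 h incubation. Activity normalized to NEM control.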
# DNA Pol III inh = blocks replication by bacterial DNA polymerase III holoenzyme; reconstituted DNA polymerase III holoenzyme replication, biochemical; Potency, µM (doses to about 57.1 µM), for the others: at the top dose activity change, negative = inhibition; 71,000 tested, 0.25% active; AID 603; also: potency is read from the fitted curve at half-maximal effect; % is scaled to controls: 0 for no effect and ±100 for the full control effect
#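 Reconstituted *E. coli* holoenzyme (0.35 nM Pol III, 1 nM beta, 154 nM SSB, 2 nM primase) was preincubated with compound for 15 min at RT. Synthesis on 1.4 nM ssM13Gori ran 35 min, then was stopped with PicoGreen/EDTA and read as dsDNA fluorescence.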
# ALOX15 inhib = 15-hLO (ALOX15) enzyme inhibition; P16050; purified 15hLO-1, xylenol orange hydroperoxide absorbance; Potency, µM (doses to about 57.1 µM), without a hit: at the top dose activity change, negative = inhibition, hits mostly inhibitors; 74,000 tested, 1.4% active; AID 887; also: potency is read from the fitted curve at half-maximal effect; % is scaled to controls: 0 for no effect and ±100 for the full control effect; nearly all actives have a fitted effect of over 55% in size
#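 Purified human 15hLO-1 (40 nM) in 25 mM Hepes pH 7.5, 0.01% Triton X-100, preincubated 15 min RT with compound, then 50 uM arachidonic acid for 6 min. Hydroperoxide read by ferrous/xylenol orange, 30 min; 573/405 nm absorbance ratio gave progress.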
# * marks the source's active call; other numbers are inactive results; i = inactive; ? = inconclusive; nt = no result given; [ ] = remark or other dose. Unless noted, calls follow the shape of the dose curve; as a rule, active = well fitted curve in the direction sought with a large enough effect; inconclusive = small, poorly fitted or top-dose-only effect, or another doubt; inactive = no such curve, though single readings can be large; an effect the other way counts as inactive or inconclusive. The list is partial (hit frequency here may not be typical).
SMILES	Tau fil binding	Casp7 inh	ALOX15 inhib	USP2a inh	Rhodamine fluor	BRCT inh red	BRCT inh green	HEK293 cAMP cs	Caspase-1 inhib	HADH2 inh	DNA Pol III inh
O=C(O)[C@H](CCc1ccccc1)N1C(=O)c2ccccc2C1=O	8%[11.4 µM]	-1%[11.5 µM]	1%[11.4 µM]	nt	i	-1.3%[15.4 µM]	-1.7%[15.4 µM]	-4%[11.4 µM]	-4%[11.5 µM]	0%[11.4 µM]	-14%[11.4 µM]
COCCN1CN=C(Nc2nc3ccccc3s2)NC1	-3%	-1%	-2%	-1%	i	-2.7%	0.8%	3%	1%	-2%	4%
COc1ccccc1-c1nnc(SCc2ccccn2)n1C	6%	0%	3%	5%	i	-0.1%	-2.0%	6%	-1%	9%	-4%
CC(C)OCCCNC(=O)c1ccc(N(C)S(C)(=O)=O)cc1	8%	-1%	6%	-4%	i	0.3%	-1.0%	-2%	-1%	-1%	-1%
c1ncc(CC2CCNCC2)[nH]1	?	4%	-27%[25.6 µM]	nt	nt	-0.9%	-1.1%	0%	-1%	2%	-5%
N#Cc1cc2sc3nnc(-c4ccncc4)n3c2cc1C#N	7.9µM*	1%	2%	10%	i	-7.5%	-1.0%	5%	0%	-5%	-11%
CCC(C)NC(=O)c1ccc(NC(=O)C2CCCO2)cc1 (stereo not drawn)	-2%	-1%	-6%	1%	i	-1.1%	-2.2%	4%	1%	8%	-5%
COC(=O)c1ccc(NS(=O)(=O)c2ccc(SC)cc2)cc1	20%	-1%	?	3%	i	-1.4%	0.6%	17%	-2%	-21%	4%
CCSc1ncnc2c(C#N)c3n(c12)CCCCC3	11%	0%	3%	-4%	nt	0.0%	4.5%	26%	0%	0%	-5%
COc1cccc(C2=NO[C@@H]3C(=O)N(Cc4ccccc4)C(=O)[C@H]23)c1OC	-1%	0%	3%	10%	i	-0.9%	-0.3%	-6%	-1%	-9%	2%
CCOc1ccc(NC(=O)CSc2nc3c(c(=O)n2-c2ccccc2OC)SCC3)cc1	23%	-5%	-24%	nt	nt	-1.4%	2.5%	8%	-8%	-4%	-6%
CN(C(=O)c1cc2n(n1)C(C(F)(F)F)CC(c1ccco1)N2)c1ccc(OC(F)(F)F)cc1 (stereo not drawn)	-4%	-3%	-29%	3%	i	-0.3%	2.0%	-29%	-5%	7%	-6%
CCOc1ccccc1NC(=O)N1CCC(NC(=O)c2ccccc2C)CC1	-14%	0%	-23%	4%	i	-0.6%	0.9%	-3%	-1%	19%	-4%
O=C(O)CCCC(=O)Nc1ccc(Br)cc1C(=O)O	-4%	-1%	1%	-3%	i	-0.5%	-0.9%	9%	0%	8%	-5%
O=C(CCCCn1c(=O)c2ccccc2n(Cc2ccc(F)cc2Cl)c1=O)NCc1ccco1	297%	-3%	-4%	27%	i	-3.5%	-0.2%	?	-4%	1%	-2%

# Part of the list above, with two lines to a compound:
# Fields – Tau fil binding | Casp7 inh | ALOX15 inhib | USP2a inh | Rhodamine fluor | BRCT inh red | BRCT inh green | HEK293 cAMP cs | Caspase-1 inhib | HADH2 inh | DNA Pol III inh
> COc1cccc(C2=NO[C@@H]3C(=O)N(Cc4ccccc4)C(=O)[C@H]23)c1OC
  -1% | 0% | 3% | 10% | i | -0.9% | -0.3% | -6% | -1% | -9% | 2%
> CCC(C)NC(=O)c1ccc(NC(=O)C2CCCO2)cc1 (stereo not drawn)
  -2% | -1% | -6% | 1% | i | -1.1% | -2.2% | 4% | 1% | 8% | -5%
> COc1ccccc1-c1nnc(SCc2ccccn2)n1C
  6% | 0% | 3% | 5% | i | -0.1% | -2.0% | 6% | -1% | 9% | -4%

# Continuation.
SMILES	Tau fil binding	Casp7 inh	ALOX15 inhib	USP2a inh	Rhodamine fluor	BRCT inh red	BRCT inh green	HEK293 cAMP cs	Caspase-1 inhib	HADH2 inh	DNA Pol III inh
O=C1CC(c2ccc(S(=O)(=O)NCc3ccccc3)cc2)CN1 (stereo not drawn)	-2%	1%	0%	nt	nt	-0.8%	0.1%	6%	-1%	4%	-5%
COC(=O)c1ccc(-n2nnnc2SCc2ccccc2OC)cc1	19%	-2%	-8%	-1%	i	0.2%	3.1%	16µM*	-3%	5%	5%
Cc1nc(NCc2ccccc2)c2nc(-c3ccccc3)n(C3CCN(Cc4ccccc4)C3)c2n1 (stereo not drawn)	17%	-3%	3%	nt	nt	0.1%	-0.8%	9%	-10%	10%	2%
O=c1[nH]c2ccccc2nc1C(F)(F)C(F)F	1%[11.4 µM]	-21%	4%[11.4 µM]	-1%[7.66 µM]	nt	0.5%	-0.8%	-4%[11.4 µM]	-16%	?	-3%[11.4 µM]
CCOc1ccccc1C(=O)NC(C)c1ccc2c(c1)OCO2 (stereo not drawn)	2%	-1%	-17%	7%	i	0.0%	0.0%	18%	-1%	-5%	3%
COc1cc2c(C=O)c3c4c(cc(OC)c(OC)c4c2cc1OC)CCN3C	nt	-26%	?	nt	nt	-2.5%	68%[activator]	nt	?	nt	nt
CC1(C)CC(NC(=O)c2coc(=O)c(Br)c2)CC(C)(C)N1	-1%	-10%	-2%	-2%	i	0.0%	-4.5%	0%	-10%	?	0%
CCCCC(=O)Nc1ccc(C(=O)NCC(=O)OC)cc1	6%	-1%	-4%	-2%	i	0.1%	2.1%	2%	0%	-17%	1%
Cc1ccc(O)c(NC(=O)CCCC(=O)O)c1	-16%	0%	6%	4%	i	-0.3%	-1.6%	0%	1%	8%	-4%
COC(=O)c1ccc(C)c(NC(=O)C2COc3ccccc3O2)c1 (stereo not drawn)	11%	-1%	2%	1%	i	1.7%	1.6%	20%	-1%	5%	-4%
CCNS(=O)(=O)c1ccc(NC(=O)Cn2nc(C(F)(F)F)cc2C)cc1	-13%	0%	2%	2%	i	1.7%	-2.0%	1%	1%	0%	-1%
Cc1ccc(S(=O)(=O)N2CCOCC2)c(C)c1-n1cnnn1	-12%	-1%	-3%	0%	i	1.0%	-2.8%	-2%	-1%	-2%	-5%
CC(=O)Nc1nc(C=C(Cl)Cl)cs1	-8%	-7%	-22%	15%	i	0.4%	-0.5%	0%	-1%	25µM*	-1%
Cc1nc2cnc(N3CCOCC3)nc2n(CCc2ccccc2)c1=O	-2%	-18%	8%	22%	i	-0.9%	-1.4%	3.2µM*	-11%	20%	-15%
O=C(CCCC1=NS(=O)(=O)c2ccccc2N1)N1CCN(c2ccccc2)CC1	-1%	1%	1%	16%	i	-2.0%	-2.1%	-4%	1%	8%	-2%
CC(C)C(c1nnnn1CC1CCCO1)N1CCN(C2CCCC2)CC1 (stereo not drawn)	-4%	2%	8%	nt	i	1.6%	0.6%	19%	1%	5%	2%
Cc1cccc2cc(CN(Cc3cccs3)C3(c4nnnn4C4CCCC4)CCCC3)c(=O)[nH]c12	2%	-2%	-8%	11%	i	-0.1%	-1.4%	1%	2%	11%	-1%
Cc1n[nH]c(C)c1N1C(=O)c2cccc3cc(Br)cc(c23)C1=O	16µM*	-1%	?	9%	nt	-4.3%	-7.2%	-12%	0%	-6%	-8%
N#C/C(=C(/O)COC(=O)CCCNC(=O)c1ccc(Cl)cc1)c1nc2ccccc2[nH]1	-24%	-2%	10%	19%	i	-0.7%	4.3%	-11%	-5%	-4%	9%
CSc1cccc(NC(=O)C2CCN(S(C)(=O)=O)CC2)c1	15%	-3%	6%	4%	i	-2.0%	0.5%	-1%	0%	7%	1%
CC(=O)c1c(C)[nH]c(C(=O)NCCc2ccccc2)c1C	3%	-2%	1%	3%	i	-0.9%	2.8%	-2%	0%	7%	0%
COCCn1c(=O)c(-c2cc(F)cc(F)c2)nc2cnc(Oc3ccc(OC)cc3)nc21	16µM*	?	-11%	14%	i	-0.9%	-1.7%	?	?	-7%	-6%
Cc1cc(C)c(NC(=O)CS(=O)CC(=O)N2CCN(c3ccccc3)CC2)c(C)c1 (stereo not drawn)	2%	6%	3%	5%	i	0.0%	-0.7%	10%	3%	12%	-7%
CC(=O)Nc1cc(C(=O)O)ccc1S(=O)(=O)c1ccc(C)cc1	-5%	-3%	2%	-7%	i	1.2%	-1.0%	2%	-1%	-14%	-4%
